Source: PubChem (National Center for Advancing Translational Sciences (NCATS))
LDHA inh: LDHA (human) enzyme inhibition | P00338 | purified LDHA, NADH/diaphorase-resazurin fluorescence; hits give low values | 480,000 tested, 0.15% active | activity change, % (values are at about 110 or 230 µM); in the data active = activity change below about -30%;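 also: plate controls were DMSO wells for no effect and wells without enzyme for full effect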
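Remaining NADH was detected by diaphorase (0.133 mg/mL) converting 37 µM resazurin to fluorescent resorufin, read at 0 and 20 minutes. The preceding 5-minute room-temperature reaction used 2 nM LDHA, 0.2 mM sodium pyruvate and 0.06 mM NADH at pH 7.4.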
* hit, by the source's call; & = joins results of further samples.

SMILES	LDHA inh
O=C(NNC(=O)c1ccccc1OCCOc1ccccc1)c1cccc(F)c1	16
CC(C(=O)NC1CCCC1)N(C)Cc1ccc(C(F)(F)F)cc1 (centres undefined)	1
Cc1ccsc1C(=O)NNC(=S)NC(C)C	4
O=C(O)c1ccc(/C=C/C(=O)c2ccc(Br)cc2)cc1	4
CCNc1c(NS(=O)(=O)c2ccc(F)cc2)c(=O)oc2ccccc12	-2
Clc1ccc(Cl)c(-c2ccc(CNCC3CCNCC3)o2)c1	-5
CCOC(=O)c1cnc2ccc(Cl)cc2c1Nc1cc(OC)ccc1OC	-3
CN(CC(=O)Nc1ccccc1OC(F)(F)F)S(=O)(=O)c1ccc2ccccc2c1	10
COc1ccc(C2SCC(=O)N2c2ccc(Cl)cc2)cc1 (centres undefined)	-3
Cc1cc(Cl)ccc1OC(=O)/C(C#N)=C/c1ccc(Cl)cc1	9
Cc1ccc(C2C3=C(CC(C)(C)CC3=O)Nc3nc(SCCC(C)C)[nH]c(=O)c32)s1 (centres undefined)	12
COc1cccc(CNC(=O)c2ncoc2-c2cccc(Cl)c2)c1	-4
COc1ccc(-c2nnc(COC(=O)c3[nH]c(C)c(C(C)=O)c3C)o2)cc1	9
CCCc1cc(=O)oc2cc(OC(C)C(=O)NCc3ccccn3)ccc12 (centres undefined)	9
C=CCn1c(N2CCN(c3cccc(Cl)c3)CC2)nc2c1c(=O)[nH]c(=O)n2C	-5
CC(=O)NNC(=S)NCC(C)C	3
Cc1cccc(C(C)C)c1NC(=O)CCl	5
CCOC(=O)c1ccc2[nH]c(CSCC(=O)Nc3cc(C)cc(C)c3)cc(=O)c2c1	-1
Cc1nn(CC(=O)Nc2ccc(NC(=O)CC(C)C)cc2)c(=O)c2ccccc12	10
COc1ccc(N(Cc2cc(CN3CCOCC3)cs2)S(=O)(=O)c2ccccc2C)cc1	8
COC(=O)c1ccc(S(=O)(=O)N2CCCC2c2cccn2C)cc1 (centres undefined)	0
CCOC(=O)[C@]12CCCC=C1N(Cc1ccccc1)C(=O)[C@H](CC(=O)NCCCOC)C2	0
Clc1ccccc1NN=C1c2ccccc2-c2ccccc21	8
Cc1ccc2c(COC(=O)CCCN=C3NS(=O)(=O)c4ccccc43)cc(=O)oc2c1	20
CCC(C)[C@H]1CNC(=O)C(=O)N1CC(C)(C)C (some centres undefined)	-11
SMILES	LDHA inh
O=C(O)c1ccc(NCc2ccc(F)cc2)cc1	-3
COc1cc(C(=O)N(Cc2nc3ccccc3c(=O)[nH]2)C(C)C)cc(Cl)c1OCC(N)=O	0
O=C(NC1CCCc2ccccc21)c1cc2c(Cl)nc3ccccc3c2s1 (centres undefined)	4
O/N=C(\c1ccc(O)cc1O)c1ccccc1F	-31*
Cc1cccc(/C=C(/C#N)c2nc(-c3ccncc3)cs2)c1	-3
COC(=O)c1sccc1NC(=O)CC1(CC(=O)O)CCCC1	-9
Cn1c(COc2ccccc2Cl)nnc1SCCOc1ccc(Cl)cc1	-1
COc1ccc(NC(=O)CCc2ncc(-c3ccccc3F)o2)cc1Cl	3
O=C1CCC2=C1C(c1ccccc1Cl)N=C(Nc1nc3ccccc3o1)N2 (centres undefined)	5
Cc1ccc(-n2c(C)c(C)c3c2ncn2nc(-c4ccncc4)nc32)cc1	1
COc1cc2c(c(OC)c1)C(c1ccccc1)C1=C(CCCC1=O)N2 (centres undefined)	2
Cc1ccc(NC(=O)C(C#N)C(=O)c2ccc(C(C)(C)C)cc2)cc1 (centres undefined)	-5
CCNc1nc(-c2ccc(S(=O)(=O)N3CCCCCC3)cc2)cs1	-2
Cc1ccc(CN(C)C(=O)Cc2cccc3cccnc23)c(C)c1	-7
CCc1c(C(=O)Nc2ccc3c(c2)Cc2ccccc2-3)cnn1-c1ccc(OC)nn1	14
CC(NC(=O)c1ccccc1Cc1ccccc1)c1ccncc1 (centres undefined)	12
CCc1ccc2oc(=O)cc(CN3CCN(CC(=O)NC4CCCC4)CC3)c2c1	3
CCC(=O)OC1=C(C(C)=O)N(C(C)C)S(=O)(=O)c2ccccc21	-10
CCOc1ccc(CC2C(=O)N(C)c3ccc(Br)cc32)cc1 (centres undefined)	-1
Cc1cccc(C)c1OCCC(=O)NC(C)c1cccs1 (centres undefined)	-1
COCCn1c2c(c(=O)[nH]c1=O)C(c1ccccc1)C1=C(N2)c2ccccc2C1=O (centres undefined)	8
COc1ccccc1Nc1nc(-c2ccc(O)c(C(N)=O)c2)cs1	8
CCCc1cc(NCCN(C)C)n2nc(C)c(-c3ccccc3)c2n1	-3
Cc1oc(-c2ccccc2Cl)nc1CS(=O)(=O)CC(=O)N1CCc2ccccc21	-4
CCN(CC)C(=S)SCC(=O)Nc1ccc(N(CC)C(C)C)cc1	13

By substructure, those above with fluorine.
SMILES	LDHA inh
O=C(NNC(=O)c1ccccc1OCCOc1ccccc1)c1cccc(F)c1	16
CC(C(=O)NC1CCCC1)N(C)Cc1ccc(C(F)(F)F)cc1 (centres undefined)	1
CCNc1c(NS(=O)(=O)c2ccc(F)cc2)c(=O)oc2ccccc12	-2
CN(CC(=O)Nc1ccccc1OC(F)(F)F)S(=O)(=O)c1ccc2ccccc2c1	10
O=C(O)c1ccc(NCc2ccc(F)cc2)cc1	-3
O/N=C(\c1ccc(O)cc1O)c1ccccc1F	-31*
COc1ccc(NC(=O)CCc2ncc(-c3ccccc3F)o2)cc1Cl	3

Next results follow.
SMILES	LDHA inh
c1ccc2sc(-n3cc(C4CCCCC4)nn3)nc2c1	4
O=CN1CCCNCC1	2
O=C1c2ccccc2C(c2nnnn2-c2ccc3c(c2)OCCO3)N1Cc1cccc(F)c1 (centres undefined)	8&0
CCOc1ccc(C(C)NC(=O)c2n[nH]c(=O)c3ccccc23)cc1 (centres undefined)	-4
COc1ccc(-c2nc(SCC(=O)N3CCCC3c3ccc4c(c3)OCCO4)n[nH]2)cc1 (centres undefined)	-8
CCCn1c(NC(=O)c2oc3ccccc3c2CSC)nc2ccccc21	-11
COc1ccc(C(=O)Nc2oc3ccccc3c(=O)c2-c2ccc3c(c2)OCO3)cc1	-18
Cc1ccc(C(=O)NCc2ccc(N3CCN(C)CC3)nc2)o1	-7
CCOC(=O)c1cc(-c2ccccc2)sc1NC(=O)CCN1CCOCC1	13
CC(OC(=O)C1CCC1)C(=O)c1c[nH]c2ccccc12 (centres undefined)	-2
COC(=O)c1sccc1S(=O)(=O)Nc1ccc(SC(F)F)cc1	-5
CCCC(C)NC(=O)C1CCN(C(=O)c2ccc(C(F)(F)F)cc2)CC1 (centres undefined)	8
Nc1ccc(-c2cc3ccccc3o2)cc1	5
Cc1ccc(CNC(=O)c2cc(-c3cccnc3)nc3ccc(C)cc23)cc1	13
CCOC(=O)C(=O)Nc1ccc(OCC)cc1	4
CC(C)(C)C(=O)Nc1ccc(-c2csc(N)n2)cc1	7
CC(=O)Nc1ccc(C)c(NC(=O)C2(c3ccc(F)cc3)CC2)c1	7
CC1CCN(C(=O)CCc2nnc3ccc(NCc4ccc5c(c4)OCO5)nn23)CC1	0
CN(CCc1noc(-c2ccccc2)n1)S(=O)(=O)c1cccc2nsnc12	-13
Cc1oc(-c2cccs2)nc1CC(=O)Nc1cc(F)ccc1F	3
Cc1c(-c2ccccc2)oc2c(C(=O)N3CCCN(CC(=O)NC(C)(C)C)CC3)cccc2c1=O	8
CCOC(=O)c1[nH]c(C)c(/C(O)=C2\C(=O)C(=O)N(CCN(C)C)C2c2cccc(F)c2)c1C (centres undefined)	4
CCOC(=O)c1cnc2c(OC)cccc2c1Nc1ccc(C)cc1	-3
Cc1cc(C(=O)OCC(=O)Nc2cc(F)ccc2F)c2ccccc2n1	30
O=C(O)c1ccc(COc2ccc(Br)cc2)cc1	7

LDHA inh: entries above that show a hit.
SMILES	LDHA inh
O/N=C(\c1ccc(O)cc1O)c1ccccc1F	-31*

Later entries.
SMILES	LDHA inh
Cc1ccc(C(=O)CC2(C#N)C(N)=C(C=O)CC2(C#N)C#N)cc1 (centres undefined)	3
O=C1CCCCC(=O)[C@H](OC(=O)c2ccccc2)C[C@H](c2ccccc2)O1	2
O=C(CCc1cccnc1)Nc1ccc(N2CCOCC2)cn1	-21
O=C(NCc1cccs1)c1cc(-c2ccncc2)nc2ccccc12	-3
Cc1ccc(C(=O)NC(=S)NNC(=O)c2ccc(NC(=O)c3ccccc3)cc2)cc1	-16
CCCCCCOc1ccc(CNCCCOCC)cc1	3
CC(C)C(=O)Nc1ccc(CNC(=O)C2CCC(C(C)(C)C)CC2)cc1 (centres undefined)	-1
COc1ccc(OC)c(C(=O)NC2CCCC2)c1	-1
CC(NC(=O)c1ccco1)c1nc2ccccc2n1Cc1ccc(Br)cc1 (centres undefined)	0
Cc1nc(CN2CCN(C(=O)NCc3ccco3)CC2)cs1	1
CCOC(=O)[C@]12CCC=C1N(CCC1=CCCCC1)C(=O)[C@H](CC(=O)N1CCC(c3ccccc3)CC1)C2	0
CCCCCn1nc(C(=O)NCc2ccco2)c2ccccc2c1=O	1
C=C(C)CSc1nc2c(c(=O)n(C)c(=O)n2C)n1Cc1ccccc1Cl	-1
O=C(COC(=O)c1cccc(NC(=O)c2cccs2)c1)c1ccccc1	-8
N=C(N)c1cccc(N)c1	-4
CCCc1cc(=O)n2[nH]c(NC(=O)CC(C)C)nc2n1	-4
CC(C)c1cc(-c2nn3c(-c4ccccn4)nnc3s2)n(C)n1	-19
CCCCCCCCCCCCCCCCCCN(C)C	0
NCCC(=O)Nc1ccccc1	-4
COc1cccc(C(=O)NN2CC(O)=C(c3nc(-c4ccc(Br)cc4)cs3)C2=N)c1	8
Cc1cccc(C)c1NC(=O)C1c2ccccc2OCC(=O)N1Cc1ccco1 (centres undefined)	-4
COc1nc(C(=O)NCCCN2CCCC2=O)cc2ccccc12	1
Cc1cccc(C)c1NC(=O)C1(C)CSCC(=O)N1CCc1ccccc1F (centres undefined)	-3
CCOC(=O)c1cc(NC(=O)C(C)CC)cc(C(=O)OCC)c1 (centres undefined)	0
CCNC(=O)c1cc(-c2ccc(OC)cc2OC)nc2ccccc12	18

Sorted by the number under LDHA inh (rising): some entries from above
SMILES	LDHA inh
C=C(C)CSc1nc2c(c(=O)n(C)c(=O)n2C)n1Cc1ccccc1Cl	-1
Cc1nc(CN2CCN(C(=O)NCc3ccco3)CC2)cs1	1
O=C1CCCCC(=O)[C@H](OC(=O)c2ccccc2)C[C@H](c2ccccc2)O1	2

Laid out differently: entries from further up
mol | LDHA inh
CC(=O)NNC(=S)NCC(C)C | 3
Cc1cccc(C(C)C)c1NC(=O)CCl | 5

(list continues)
SMILES	LDHA inh
CCCCCSc1nc2c(c(=O)[nH]c(=O)n2C)n1CCCc1ccccc1	1
COCc1cc(C)nc2sc3c(c12)NCN(c1cccc(OC)c1)C3=O	8
Cc1cccc(-c2nc(C)c(CCNC(=O)C(=O)Nc3ccc(C)c(F)c3)s2)c1	3
Cc1cc2c(s1)c1cnn(Cc3cccc(C)c3F)c(=O)c1n2C	-1
CCOc1ccc2ccccc2c1CNCc1ccco1	-3
COC(=O)c1c(NC(=O)C(=O)NCc2cccnc2)sc2c1CC(C)(C)OC2	-1
CC(C)C(=O)N1N=C(c2cc(Cl)ccc2Cl)CC1c1ccc2nccnc2c1 (centres undefined)	-5
O=C(Nc1ccc(N2CCN(Cc3ccccc3)CC2)cc1)c1cnc2ccccc2n1	6
O=C(OCC12CC3CC(CC(C3)C1)C2)c1ccc([N+](=O)[O-])cc1	-2
Cc1ccc(-c2cc(C(=O)O)c3cc(Br)ccc3n2)cc1C	0
Cc1cc2nn(CC(=O)N3CCCC3)c(=O)n2c(N2CCc3ccccc3C2)n1	-9
NCC1CC2CCC1C2 (centres undefined)	-1
NC(=O)C1CCN(c2nc(-c3ccc(OC(F)(F)F)cc3)cs2)CC1	-10
Cc1ccc(S(=O)(=O)N2C3CC(c4ccccc4)N(S(=O)(=O)c4ccccc4Cl)CC3C(=O)C[C@H]2c2ccccc2)cc1 (some centres undefined)	1
O=C(C1CCCCN1S(=O)(=O)c1ccccc1)N1CCCC1 (centres undefined)	-6
CCOc1ccc(NC(=O)c2sc(-c3ccco3)nc2-c2ccccc2)cc1OC	3
O=C(COc1ncnc2ccccc12)Nc1ccc(Cl)c(Cl)c1	7
Cn1c(=O)c(C2=NN(C(=O)c3ccco3)C(c3ccco3)C2)c(-c2ccccc2)c2cc(Cl)ccc21 (centres undefined)	0
CCOC(=O)N1CCN(CC(=O)Nc2oc3ccccc3c(=O)c2-c2ccc(F)cc2)CC1	-10
CC(=O)Nc1ccc(S(=O)(=O)Nc2nc3ccccc3nc2Nc2cccc(C)c2)cc1	0
O=C(c1nc2nc(-c3ccco3)cc(C(F)(F)F)n2n1)N1CCC2(CC1)OCCO2	-7
Cc1nn(-c2ccc3nncn3n2)c2c1C(c1cccc(Br)c1)CC(=O)N2 (centres undefined)	-3
Cc1c(C#N)c(NC(=O)CSc2nnnn2C2CC2)n(CC2CCCO2)c1C (centres undefined)	13
COc1ccccc1N1CCN(C(C(=O)O)c2c[nH]c3ccc(NC(=O)c4ccccc4)cc23)CC1 (centres undefined)	16

A portion of the library; rates above refer to the full screens.
